From PubChem
M4 antag = blocks acetylcholine activation of human M4 receptor; P08173; inhibition, % at 3 µM; 0.73% of 360,000 active; CHO-hM4 cells, ACh EC80, Fluo-8 calcium fluorescence;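 active = inhibition above its plate's cutoff, the mean inhibition of sample wells plus 3 SD, cut at about 27% in these data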;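 also: 0% = acetylcholine EC80 with DMSO and 100% = DMSO without agonist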
Target sequence (P08173 whole entry, looked up): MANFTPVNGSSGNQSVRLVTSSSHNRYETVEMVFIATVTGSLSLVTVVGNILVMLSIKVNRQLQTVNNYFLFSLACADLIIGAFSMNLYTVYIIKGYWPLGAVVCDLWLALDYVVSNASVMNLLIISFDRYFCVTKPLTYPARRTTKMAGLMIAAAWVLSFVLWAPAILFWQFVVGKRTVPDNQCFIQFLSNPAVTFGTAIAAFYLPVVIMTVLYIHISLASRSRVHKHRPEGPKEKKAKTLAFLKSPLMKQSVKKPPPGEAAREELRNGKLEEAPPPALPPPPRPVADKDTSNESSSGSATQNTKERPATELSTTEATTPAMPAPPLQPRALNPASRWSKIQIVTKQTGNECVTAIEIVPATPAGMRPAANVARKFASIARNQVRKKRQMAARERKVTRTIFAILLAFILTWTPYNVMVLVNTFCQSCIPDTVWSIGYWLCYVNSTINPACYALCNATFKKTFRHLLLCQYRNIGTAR
M1 antag = blocks human M1 muscarinic receptor. CHO-K1 hM1, Fluo-8 calcium fluorescence, ACh EC80 antagonist. 1.3% of 360,000 active. inhibition, % at 3 µM. P11229. AID 588852;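 active = percent inhibition above its own plate's cutoff, namely the mean of that plate's compound wells plus 3 SD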;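 also: peak over basal fluorescence ratio during 140 s after agonist addition; 0% = ACh EC80 plus DMSO and 100% = DMSO alone without agonist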
Target sequence (P11229 whole entry, looked up): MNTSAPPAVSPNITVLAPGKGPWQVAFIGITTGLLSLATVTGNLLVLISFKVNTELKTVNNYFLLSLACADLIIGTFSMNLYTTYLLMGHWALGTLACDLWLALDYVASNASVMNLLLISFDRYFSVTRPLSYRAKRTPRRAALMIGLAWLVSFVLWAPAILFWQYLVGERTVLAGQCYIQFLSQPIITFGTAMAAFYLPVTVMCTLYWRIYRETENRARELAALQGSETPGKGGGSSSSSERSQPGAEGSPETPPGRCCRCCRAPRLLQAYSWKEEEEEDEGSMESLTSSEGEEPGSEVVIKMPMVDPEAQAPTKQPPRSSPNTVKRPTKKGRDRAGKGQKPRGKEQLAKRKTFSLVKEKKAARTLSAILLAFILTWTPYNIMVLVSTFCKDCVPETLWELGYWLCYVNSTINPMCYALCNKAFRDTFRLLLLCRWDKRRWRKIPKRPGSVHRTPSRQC
TAAR1 agonist = agonists of human TAAR1; 0.99% of 360,000 active; Q96RJ0; activation, % at 3 µM; CHO RD-HGA16 TAAR1, Fluo-8 calcium fluorescence; vehicle wells 0%, saturating PEA agonist 100%;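 active = activation above the mean activation of all test compounds in the run plus 3 SD, cut at about 38% in these data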
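Assay system: CHO-derived RD-HGA16 cells with stable Gα16 and human TAAR1; timing: 17-24 h seeding, 75 min 37 °C dye, 30 min RT; read-out: % activation from peak over basal fluorescence ratio, DMSO-to-PEA scaled; measured by: kinetic Fluo-8 calcium fluorescence; benchmarks: low control DMSO, high control PEA (EC100); doses: 3 µM single concentration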
M1 ag = agonists of human M1 muscarinic receptor. P11229. CHO-K1 hM1, Fluo-8 calcium fluorescence, agonist mode; 0% DMSO, 100% acetylcholine EC100. activation, % at 3 µM. 0.33% of 360,000 active. AID 588814;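 active = activation above the run's mean compound activation plus 3 SD, cut at about 16% in these data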;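 also: peak over basal fluorescence ratio within a 140 s kinetic read after compound addition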
CHRM4 agonist = CHRM4 agonism in calcium assay. P08173. CHO-K1 hM4/Gqi5, Fluo-8 calcium fluorescence; vehicle 0%, full acetylcholine response 100%. activation, % at 3 µM. 0.14% of 360,000 active;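 active = activation above the run mean over all test wells plus 3 SD, cut at about 32% in these data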;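 also: peak over basal fluorescence ratio per well then scaled between controls; 0% = DMSO wells and 100% = acetylcholine at EC100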
CHRM5 agonist = agonists of human muscarinic M5 receptor (CHRM5) | P08912 | CHO-K1 hM5 cells, Fluo-8 calcium fluorescence; 0% DMSO wells, 100% maximal acetylcholine response | activation, % at 3 µM | 0.19% of 360,000 active | AID 624037;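 active = activation above the run's mean over test compounds plus 3 SD, cut at about 23% in these data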;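 also: signal is peak over basal fluorescence ratio across the kinetic read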
CHRM5 antagonist = blocks acetylcholine activation of human M5 receptor; CHO-hM5 cells, Fluo-8 calcium fluorescence, ACh EC80; P08912; 0.59% of 360,000 active; inhibition, % at 3 µM;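 active = inhibition above a per-plate cutoff, the mean of that plate's test compounds plus 3 SD, cut at about 27% in these data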;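 also: 0% = acetylcholine EC80 with DMSO and 100% = DMSO without agonist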
CHRM5 PAM = CHRM5 positive allosteric modulation. P08912. CHO-K1 hM5, Fluo-8 calcium, ACh EC20 PAM; 0% = ACh EC20, 100% = ACh EC100. activation, % at 3 µM. 0.3% of 360,000 active;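 active = activation above the run cutoff, the mean activation of all test compounds plus 3 SD, cut at about 18% in these data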
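Replicates: One well per compound, no replicates | System: Human M5 receptor in CHO-K1 cells | Benchmarks: Low control EC20 acetylcholine (0%), high control EC100 acetylcholine (100%) | Probe or stimulus: Acetylcholine, EC20 level | Times: Fluo-8 loading 80 min at 37 °C plus 30 min room temperature | Signal: Intracellular calcium via Fluo-8 fluorescence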
M1 PAM = human CHRM1 positive allosteric modulation; P11229; CHO-K1 hM1, Fluo-8 calcium fluorescence, ACh EC20; 0% = ACh EC20, 100% = maximal ACh; activation, % at 3 µM; 0.088% of 360,000 active; AID 588819; in the data active = activation above about 19%, passing the limit was not always enough
Active calls of the source: *.

SMILES | M4 antag | M1 antag | TAAR1 agonist | M1 ag | CHRM4 agonist | CHRM5 agonist | CHRM5 antagonist | CHRM5 PAM | M1 PAM
COc1ccc(Cl)cc1-c1nc(SCC(=O)N(C)CCC#N)n[nH]1 | 1.4 | 1.1 | 2.3 | -3.9 | 3.1 | 3.2 | 6.7 | 1.6 | 1.4
CCCN(CCC)CC(O)COc1ccccc1C(=O)Nc1ccccc1 (centres undefined) | -5.7 | 5.9 | -0.5 | -7.4 | 2.7 | -15.2 | 6.3 | 9.2 | -4.8
Cc1ccc(S(=O)(=O)N2CCN(C(=O)CCC(=O)NCCc3ccc(S(N)(=O)=O)cc3)CC2)c(C)c1 | 4.2 | 0.4 | 0.1 | -4.0 | 0.5 | -2.7 | -17.1 | 1.7 | -3.4
NCCCCCc1nnc(SCC(=O)Nc2cccc(Cl)c2)o1 | -2.5 | 14.1 | 11.6 | -14.2 | 1.1 | -5.5 | 6.0 | -2.3 | 3.4
CC1CCN(S(=O)(=O)c2cccc(S(=O)(=O)N3CCCC3)c2)CC1 | -4.6 | -9.7 | 2.6 | -2.0 | 4.1 | -1.6 | 4.1 | -0.2 | 7.2
O=C(COc1ccc(Oc2ccccc2)cc1)NCc1cn2ccccc2n1 | -4.0 | 5.0 | 1.8 | -15.1 | 5.9 | -3.9 | -0.8 | 0.2 | -13.4
O=C(OCc1nc2scc(-c3ccccc3)c2c(=O)[nH]1)c1cc(Cl)ccc1[N+](=O)[O-] | -2.3 | -2.5 | 1.2 | -1.0 | 2.9 | 0.7 | 8.9 | -0.6 | 9.3
Cc1cc(/C=C(\C#N)C(=O)O)c(C)n1CCC(C)C | 12.5 | -31.7 | 0.8 | -2.8 | -0.3 | 0.1 | -6.9 | 7.7 | 5.3
COc1cc(C(=O)N(CCCO)Cc2cc3ccc(C)c(C)c3[nH]c2=O)cc(OC)c1OC | -0.3 | -4.3 | 2.4 | -5.1 | 0.9 | 1.3 | 2.1 | -0.2 | 7.6
CC1Cc2ccccc2N1C(=O)CCS(=O)(=O)c1cccc2nonc12 (centres undefined) | -5.0 | -2.4 | 10.6 | -2.8 | 1.6 | -1.5 | 2.5 | -8.6 | 4.7
O=C(Nc1ccc2c(c1)C(=O)NC2=O)c1ccccc1 | -28.0 | -12.0 | 0.8 | 0.1 | 3.2 | 0.6 | -6.9 | -1.3 | 5.3
O=C(c1cc(-c2cccs2)on1)N1CCCc2ccccc21 | -10.0 | -10.5 | -0.8 | -2.8 | 2.5 | -1.0 | 0.2 | -3.2 | 0.5
O=C(COc1ccccc1F)Nc1ccc(S(=O)(=O)Nc2nccs2)cc1 | -6.7 | -0.6 | -3.0 | -0.9 | 0.2 | -1.6 | 4.8 | -0.3 | 13.1
O=C(NN=C(Cc1ccccc1)Cc1ccccc1)c1ccccc1F | -4.0 | -15.4 | -1.6 | -3.1 | 2.3 | -3.0 | 20.4 | -2.2 | 10.9
O=C1N[C@@H](Cc2c[nH]c3ccccc23)COC(=O)[C@H](Cc2ccc(F)cc2)C/C=C\C[C@@H]1CC(=O)N(CCO)Cc1ccccc1 | 4.9 | 5.0 | 6.0 | -3.1 | 6.0 | 0.4 | -2.0 | -2.6 | 3.0
COc1cc(OC)cc(C(=O)NCCNC(=O)c2ccccn2)c1 | -12.6 | -2.9 | 6.1 | -3.3 | 1.8 | -0.6 | -0.7 | 8.1 | 7.3
COC(=O)C1=C(C)NC(=O)NC1c1ccc(OC(=O)c2ccco2)cc1 (centres undefined) | -7.6 | 4.0 | 1.1 | -0.6 | 1.8 | 2.3 | 8.0 | 1.7 | 6.2
COc1ccc(/C=N/NC(=O)CCn2cnc(-c3ccccc3)c2-c2ccccc2)cc1 | 85.2* | -9.8 | 5.9 | -0.5 | 0.1 | 1.1 | -3.1 | -2.1 | 11.5
COC(=O)c1ccc(COC(=O)CCC(=O)c2cccs2)cc1 | -2.6 | -5.7 | -0.3 | -8.0 | 2.6 | -1.7 | -1.8 | -2.8 | 10.6
Cc1ccc(C(=O)CSc2nc3c([nH]2)c(=O)n(C)c(=O)n3C)cc1 | -12.3 | -1.4 | 4.9 | -7.6 | 0.3 | -1.2 | 0.2 | -0.4 | 1.7
C/C(CC(=O)Nc1cc(C)ccn1)=N\NC(=O)c1cccc(C)c1 | 3.7 | -3.6 | 2.3 | -4.7 | 1.2 | -4.1 | 0.9 | -3.8 | 2.0
COc1ccc(S(=O)(=O)Nc2ccc3c(c2)C(=O)N([C@H](C)CO)C[C@H](C)[C@@H](CN(C)C(=O)NC2CCCCC2)O3)cc1 | 14.1 | -3.5 | 7.2 | -5.7 | 0.3 | -1.2 | 13.3 | 4.9 | 1.0
Cc1cccc2cc(CN(CC3CCCO3)C(=S)Nc3ccccc3)c(=O)[nH]c12 (centres undefined) | -12.0 | 0.6 | -0.5 | -7.2 | 1.0 | -3.8 | 3.0 | -2.7 | -3.2
N#CCCn1cc(C(=O)Nc2ccccc2Br)c(-c2cc3ccccc3o2)n1 | 8.7 | 2.6 | 7.5 | -0.9 | 4.5 | 2.9 | 2.1 | -4.1 | 1.3
O=C1CCN(Cc2ccccc2)CCN1CCSc1ccccc1 | 6.2 | 0.2 | 9.4 | -1.6 | 1.3 | 1.2 | 9.6 | 6.8 | 7.2

Three records drawn at random from those above:
SMILES | M4 antag | M1 antag | TAAR1 agonist | M1 ag | CHRM4 agonist | CHRM5 agonist | CHRM5 antagonist | CHRM5 PAM | M1 PAM
O=C(c1cc(-c2cccs2)on1)N1CCCc2ccccc21 | -10.0 | -10.5 | -0.8 | -2.8 | 2.5 | -1.0 | 0.2 | -3.2 | 0.5
O=C(NN=C(Cc1ccccc1)Cc1ccccc1)c1ccccc1F | -4.0 | -15.4 | -1.6 | -3.1 | 2.3 | -3.0 | 20.4 | -2.2 | 10.9
O=C(COc1ccc(Oc2ccccc2)cc1)NCc1cn2ccccc2n1 | -4.0 | 5.0 | 1.8 | -15.1 | 5.9 | -3.9 | -0.8 | 0.2 | -13.4

Other records
SMILES | M4 antag | M1 antag | TAAR1 agonist | M1 ag | CHRM4 agonist | CHRM5 agonist | CHRM5 antagonist | CHRM5 PAM | M1 PAM
CCOC(=O)c1sc(=S)n(C)c1NC(=O)c1cccc(Br)c1 | -16.8 | -1.5 | 6.9 | 0.2 | 12.7 | 0.5 | 1.5 | -18.7 | -4.0
CCn1c(-c2cccc(Br)c2)n[nH]c1=S | 0.5 | -35.2 | -1.0 | 1.6 | 0.4 | -2.5 | -9.4 | -4.6 | 9.3
CCC1CN(C(=O)N2CCC(C(=O)NCc3ccc(F)cc3)CC2)c2ccccc2O1 (centres undefined) | 6.2 | 10.2 | 8.4 | 0.1 | 10.8 | -0.2 | 12.1 | -6.6 | -5.7
COc1ccccc1-c1cc(N)n(S(=O)(=O)c2ccc(F)c(C)c2)n1 | -12.5 | -14.6 | -1.9 | 2.2 | 2.9 | 2.3 | 1.7 | 0.1 | 11.4
CCN(CC)CCN(C(=O)c1cc2ccccc2cc1OC)c1nc2ccc(F)cc2s1 | -1.3 | -3.3 | -0.9 | -4.2 | 1.4 | -4.5 | -13.8 | 9.0 | -0.5
CN(C)CC/C=C1\c2ccccc2Sc2cc(F)c(Cl)cc21 | 99.5* | 99.9* | 19.8 | -3.0 | 16.5 | -18.7 | 100.1* | -31.7 | -23.8
CSc1ccc(S(=O)(=O)N2CCC(C(=O)NCCCn3ccnc3)CC2)cc1 | 1.5 | 9.9 | 1.2 | -6.2 | -1.1 | -3.5 | 3.9 | -0.4 | -4.3
CC(CN1CCN(C)CC1)OC(=O)c1cccc(F)c1 (centres undefined) | -3.2 | 3.6 | 6.2 | -9.1 | 0.3 | -21.5 | 9.1 | -2.4 | -6.2
COc1ccc(-c2noc(CNC(=O)c3ccc4c(c3)OCO4)n2)cc1 | -8.4 | -0.7 | -1.5 | -3.0 | 4.6 | 1.8 | 1.7 | 2.6 | 1.1
OC(c1ccc(F)cc1)c1nc(-c2csc3ccccc23)cs1 (centres undefined) | -7.5 | -5.0 | 2.8 | -2.0 | 1.7 | -1.6 | 0.2 | 1.9 | 3.7
CSc1ccc(/C=C2\NC(=O)NC2=O)cc1 | 3.3 | -12.8 | 2.7 | -4.1 | 0.1 | -1.0 | -5.5 | 7.5 | 12.4
COCc1nnc(NC(=O)CSCc2ccccc2)s1 | 5.7 | -6.3 | 15.3 | -1.9 | -1.8 | 0.2 | 0.8 | 1.6 | 5.3
O=C(O)CC(NC(=O)COc1ccc(Cl)cc1Cl)C(=O)O (centres undefined) | -7.1 | -7.0 | 4.3 | -2.5 | 0.7 | -4.6 | -3.8 | 5.1 | 6.6
O=C(NCCN1CCOCC1)c1sc2ccccc2c1Cl | 0.1 | 20.9 | 11.8 | -5.5 | 22.4 | 2.8 | 6.6 | -8.4 | -22.2
CC(=NNC(=S)N1CCCC1)c1ccccn1 | -4.6 | -12.7 | 1.6 | -1.4 | 1.4 | 3.0 | 7.3 | 2.5 | 7.8
O=C(NC1CCCCCC1)C1Cc2ccccc2CN1C(=O)c1ccco1 (centres undefined) | -2.0 | -12.4 | -1.9 | -10.8 | 1.4 | -2.2 | 12.9 | -4.1 | 12.4
CCOC(=O)c1cc2occc2n1Cc1ccc(F)cc1 | -6.3 | -9.7 | 17.8 | -6.7 | -1.4 | -14.7 | 2.9 | -4.6 | -4.2
CCC1CCCCN1CCCNC(=O)c1ccc2nc(N3CCCCC3)sc2c1 (centres undefined) | -12.4 | -13.1 | 0.3 | -6.2 | 1.0 | -8.0 | -10.6 | -2.4 | 2.9
NC(=O)N/N=C/c1ccc2cccc(OCc3ccccc3)c2n1 | -3.4 | -17.9 | 3.3 | 3.6 | 6.1 | 4.9 | -4.3 | -3.0 | 17.6
CCOc1ccc(N2C(=O)CC(N(CCc3ccc(OC)c(OC)c3)C(=S)Nc3ccccc3)C2=O)cc1 (centres undefined) | 8.7 | 4.3 | 7.6 | -0.7 | 2.4 | 7.7 | 30.8* | 21.9* | -10.4
C=CCn1c(SCC(=O)NC2CCS(=O)(=O)C2)nc2sc(CC)cc2c1=O (centres undefined) | 7.7 | 0.7 | 2.6 | -4.3 | 0.0 | -8.7 | 6.8 | 2.8 | -3.6
Cn1c(=O)c2c(c3ccccc31)OC(C)(C)CC2 | -28.1 | -6.9 | -2.3 | -9.7 | -3.4 | -5.5 | -3.1 | -3.5 | -10.0
CC1(C)C[C@H]2C3=CCC4[C@@]5(C)CC[C@H](O)[C@@](C)(CO)C5CC[C@@]4(C)[C@]3(C)C[C@@H](O)[C@@]2(CO)[C@@H](O)[C@@H]1O (some centres undefined) | 0.9 | -21.4 | 8.3 | -2.8 | 0.8 | 0.6 | 10.6 | 0.6 | 13.0
NC(=O)[C@@H]1CCCN1Cc1nc(Cc2cccc(C(F)(F)F)c2)no1 | -5.5 | -2.7 | 2.3 | -9.7 | 1.2 | -4.9 | -4.0 | -5.5 | 10.4
CCOC(=O)C1CCN(C(=O)c2ccc(N3CCCC3=O)cc2)CC1 | -3.0 | -0.3 | 0.6 | -0.4 | 0.1 | 2.3 | 5.9 | 5.8 | 8.7
CC1CN(S(=O)(=O)c2cccc(C(=O)NCC(c3cccs3)N3CCOCC3)c2)CC(C)O1 (centres undefined) | -1.9 | -5.5 | 2.6 | -6.1 | 1.6 | 0.9 | 2.9 | 0.8 | 11.3

Not all compounds are listed, so the mix of outcomes need not match the whole.
